TEAD-YAP inh – TEAD-YAP interaction inhibition; AID 1259422; inhibition, % at 9.12 µM; HEK-TIYL cells, TEAD-Gal4/YAP UAS-luciferase luminescence; 1.4% of 640,000 active; in the data active = inhibition above about 32%;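 note: 0% = median of test compound wells and 100% = reference inhibitor wells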
GPR151 ag – activates the human receptor GPR151; activation, % at 11.2 µM; 1% of 650,000 active; PathHunter beta-arrestin GPR151 cells, luminescence; Q8TDV0; in the data active = activation above about 4.9%;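 note: 0% = median of compound wells and 100% = cells with positive control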
Target sequence (Q8TDV0 whole entry, looked up): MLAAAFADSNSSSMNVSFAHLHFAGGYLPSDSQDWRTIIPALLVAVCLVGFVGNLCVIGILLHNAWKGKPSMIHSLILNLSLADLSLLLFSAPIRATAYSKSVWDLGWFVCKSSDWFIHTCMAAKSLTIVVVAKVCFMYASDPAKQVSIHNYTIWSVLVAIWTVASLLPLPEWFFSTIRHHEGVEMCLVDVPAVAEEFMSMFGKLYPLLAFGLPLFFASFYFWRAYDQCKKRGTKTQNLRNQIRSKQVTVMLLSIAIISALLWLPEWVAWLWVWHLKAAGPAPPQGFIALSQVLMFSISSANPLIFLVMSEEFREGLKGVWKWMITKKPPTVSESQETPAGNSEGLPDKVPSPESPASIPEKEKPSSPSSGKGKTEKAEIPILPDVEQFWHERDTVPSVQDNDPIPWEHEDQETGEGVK
MITF primary – inhibitors of human MITF; O75030; AlphaScreen MITF homodimerization, bead proximity signal; inhibition, % at 2.6 µM; 0.91% of 650,000 active; AID 1259374; in the data active = inhibition above about 50%;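 note: 0% = vehicle wells with protein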
FBW7 activator – human FBW7 E3 ligase activation, primary screen | 0.13% of 650,000 active | AlphaScreen FBW7–phospho-cyclin E peptide binding, activator screen | Q969H0 | normalized activity (activation), % at 26.1 µM | AID 1259310; in the data active = normalized activity above about 1.9%;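 note: purified mutant Fbw7 with reduced substrate affinity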
Target sequence (Q969H0 whole entry, looked up): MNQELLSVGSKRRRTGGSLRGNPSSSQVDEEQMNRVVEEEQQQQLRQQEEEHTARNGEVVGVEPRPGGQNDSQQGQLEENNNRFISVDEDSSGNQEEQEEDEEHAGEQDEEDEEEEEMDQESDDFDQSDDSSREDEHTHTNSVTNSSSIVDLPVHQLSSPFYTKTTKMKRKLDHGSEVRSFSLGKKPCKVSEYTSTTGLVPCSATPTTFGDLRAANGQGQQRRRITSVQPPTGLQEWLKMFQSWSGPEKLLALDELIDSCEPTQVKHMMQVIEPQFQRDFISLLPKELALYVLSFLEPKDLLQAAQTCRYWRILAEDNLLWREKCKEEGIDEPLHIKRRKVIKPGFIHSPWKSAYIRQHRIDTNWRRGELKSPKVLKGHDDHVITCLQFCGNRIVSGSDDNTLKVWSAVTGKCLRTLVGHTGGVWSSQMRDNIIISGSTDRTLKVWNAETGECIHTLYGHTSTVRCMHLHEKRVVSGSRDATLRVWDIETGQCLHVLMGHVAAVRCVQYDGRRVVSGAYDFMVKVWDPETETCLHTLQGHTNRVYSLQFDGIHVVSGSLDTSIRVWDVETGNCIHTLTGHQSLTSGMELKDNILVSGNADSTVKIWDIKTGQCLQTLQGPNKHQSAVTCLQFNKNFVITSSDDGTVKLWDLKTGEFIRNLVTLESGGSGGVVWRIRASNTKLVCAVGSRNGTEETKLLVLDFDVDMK
* hit, by the source's call; & = joins results of further samples.

SMILES | TEAD-YAP inh | GPR151 ag | MITF primary | FBW7 activator
Cc1cc(N2CCOCC2)nc2ccc(NC(=O)/C=C/c3cccs3)cc12 | -3 | 0.5 | 14 | 0.1
Cn1c(N2CCC(C(=O)NCc3nc4ccccc4[nH]3)CC2)nc2ccccc21 | 14 | -0.5 | 2 | 0.1
Cc1cccc(CCNC(=O)c2cccc3c2SCCC3=O)c1 | -6 | -0.5 | 0 | -0.1
COc1cc2nc(-c3csc4ccccc34)nc(N)c2cc1OC | -23 | -0.8 | -6 | 0.1
C/C(Cl)=C/Cn1c(N2CCCC2)nc2c1c(=O)[nH]c(=O)n2C | 0 | 0.2 | -3 | -0.1
CC1(O)COc2ccccc2O1 (stereo not drawn) | -1 | -1.1 | 2 | -0.1
Cc1ccc(N(C)C(=O)n2nc(C)c(Br)c2C)cc1 | -18 | 0.1 | 12 | 0.4
O=C(O)c1ccccc1NS(=O)(=O)c1cccc(C(=O)N2CCCc3ccccc32)c1 | 7 | -0.7 | 12 | 0.2
CCN1CCN(CCNc2nc(=S)[nH]c3ccccc23)CC1 | 3 | -2.8 | 10 | 0.3
Cc1noc(C)c1S(=O)(=O)Nc1ccc(C(=O)NC(C)c2ccccc2)cc1 (stereo not drawn) | 4 | -1.1 | 0 | 0.6
O=[N+]([O-])c1ccc2c(c1)=N/C(=C/c1c(O)[nH]c3ccccc13)N=2 | 3 | 0.7 | 8 | 0.1
COc1ccc(-c2ncc(C(=O)Nc3ccc(N4CCOCC4)cc3)s2)cc1 | -4 | -0.9 | -9 | -0.1
CC1=C(C(=O)OCC2CCCCC2)C(c2cccc(Cl)c2)NC(=O)N1 (stereo not drawn) | -2 | 2.3 | -8 | -0.1
c1coc(CNc2ncnc3nc[nH]c23)c1 | 4&-3 | 0.0&-1.3&-0.1 | 23&0&9 | 0.1&0.1&0.0
CC(C)C(NC(=O)c1ccc(F)cc1)C(=O)NCC1CCCO1 (stereo not drawn) | 3 | 2.1 | 9 | 0.0

Another view of 6 compounds above:
Each structure is followed by: TEAD-YAP inh	GPR151 ag	MITF primary	FBW7 activator
- CCN1CCN(CCNc2nc(=S)[nH]c3ccccc23)CC1
→ 3	-2.8	10	0.3
- O=C(O)c1ccccc1NS(=O)(=O)c1cccc(C(=O)N2CCCc3ccccc32)c1
→ 7	-0.7	12	0.2
- Cc1cc(N2CCOCC2)nc2ccc(NC(=O)/C=C/c3cccs3)cc12
→ -3	0.5	14	0.1
- CC(C)C(NC(=O)c1ccc(F)cc1)C(=O)NCC1CCCO1 (stereo not drawn)
→ 3	2.1	9	0.0
- Cc1ccc(N(C)C(=O)n2nc(C)c(Br)c2C)cc1
→ -18	0.1	12	0.4
- Cc1cccc(CCNC(=O)c2cccc3c2SCCC3=O)c1
→ -6	-0.5	0	-0.1

Next compounds follow:
SMILES | TEAD-YAP inh | GPR151 ag | MITF primary | FBW7 activator
CCOc1cccc2cc(-c3nnc(Nc4ccccc4OC)s3)c(=O)oc12 | -9 | -1.7 | 4 | 0.1
O=C1N[C@@H](COCc2ccccc2)C(=O)N2C[C@@H](NCc3ccc(F)c(F)c3)C[C@@H]12 | 5 | 0.4 | 2 | -0.1
CCCCc1cc(=O)oc2c(C)c(OCc3ccccc3F)ccc12 | -10 | -0.2 | -9 | 0.1
Cc1cc(NC(=O)C(C)C)ncc1NC(=O)c1cnccn1 | 4 | -0.7 | -4 | 0.2
C/C(=N\NC(=O)c1sc(N)nc1C)c1ccc(Cl)cc1 | -36 | -0.9 | -6 | 0.0
COc1ccc(CCNc2cc(N3CCN(Cc4ccc5c(c4)OCO5)CC3)nc(N)n2)cc1 | -1 | -1.9 | 19 | -0.2
CC(C)Cn1c(=O)c2sccc2n2c(CCCC(=O)N3CCN(c4ccccc4)CC3)nnc12 | 6 | -0.3 | 7 | 0.0
O=C(Nc1ccccc1)C(Cc1ccccc1)N1C(=O)C2C3C=CC(C3)C2C1=O (stereo not drawn) | -7 | 0.2 | -2 | 0.0
Cc1ccc(CNC(=O)c2cn(C3CCCCC3)c(=O)c3c2c2ccccc2n3C)o1 | 17 | 0.1 | 4 | 0.8
Cc1ccc2c(c1)-c1ccccc1S(=O)(=O)N2C(=O)c1ccccc1 | -2 | 0.5 | 1 | 0.0
COc1ccc(NC(=O)CSc2nnc(CNC(=O)c3ccc(S(=O)(=O)N4CCOCC4)cc3)n2-c2cccc(C)c2)cc1 | 0 | -0.7 | -8 | -0.2
O=C1CCCCCC1C1(O)C(=O)Nc2ccc(Br)cc21 (stereo not drawn) | -4 | -0.1 | 17 | 0.2
O=S(=O)(Nc1cccc2c1CCCC2)c1cccc2nsnc12 | -12 | -0.6 | 18 | 0.1
CCOC(=O)c1sc(NC(=O)CSc2nnc3c(n2)[nH]c2ccccc23)nc1C | 8 | -0.8 | 3 | 0.0
COC(=O)c1ccc(C2NC(=O)C(O)=C2C(=O)c2cccs2)cc1 (stereo not drawn) | -16 | -0.7 | 29 | 1.0

Limited to FBW7 activator and MITF primary (two entries from above):
SMILES	FBW7 activator	MITF primary
COc1ccc(NC(=O)CSc2nnc(CNC(=O)c3ccc(S(=O)(=O)N4CCOCC4)cc3)n2-c2cccc(C)c2)cc1	-0.2	-8
O=C1CCCCCC1C1(O)C(=O)Nc2ccc(Br)cc21 (stereo not drawn)	0.2	17

Continued.
SMILES | TEAD-YAP inh | GPR151 ag | MITF primary | FBW7 activator
CC(=O)Oc1ccc(/C=C2N=C(/C=C/c3cccc(Cl)c3Cl)OC\2=O)cc1OC(C)=O | -1 | 0.2 | 8 | 0.0
COCCCN=CC1=C(O)CC(c2ccccc2)CC1=O (stereo not drawn) | 9 | 1.1 | 2 | 0.0
CC1CCC(NC(=O)C2CCN(c3nc4ccccc4n3C)CC2)CC1 (stereo not drawn) | 12 | 0.7 | 6 | 0.7
CCCn1c(NC(=O)CSC)nc2ccccc21 | 2 | 1.3 | -2 | -0.2
OC1(C(F)(F)F)CC(/C=C/c2ccccc2)=NO1 (stereo not drawn) | -32 | -1.4 | 5 | -0.1
O=C1N/C(=C\c2ccc(O)c(Br)c2)C(=O)N1Cc1ccc(Cl)cc1 | 5 | -0.4 | 1 | -0.2
O=C1NN(c2ccccc2)C(=O)/C1=C/c1ccc2c(c1)OCO2 | -7 | -0.4 | 13 | 0.5
CCOC(=O)c1c(-c2ccc(Br)cc2)csc1NC(=O)c1ccccc1F | 0 | -0.2 | -14 | 0.0
CC(C)N(C(=O)CSc1nnc(NC(=O)c2cccs2)s1)C(C)C | 2 | -0.6 | 8 | 0.0
COc1ccc(CCNC(=O)c2ccc3nc(N4CCCC4CO)sc3c2)cc1 (stereo not drawn) | 2 | -1.0 | 13 | 0.2
COc1ccc(OCCCC(=O)Nc2ccc(OC)cc2OC)cc1 | 8 | 0.3 | 1 | 0.0
CN(C)CC1CCCCC1OC(=O)c1ccccc1Cl (stereo not drawn) | -1 | 0.3 | -6 | 0.0
COc1ccc(-c2ccc(N3CCN(C(=O)c4ccc(Cl)nc4)CC3)nn2)cc1 | -2 | -0.4 | 3 | 0.3
Nc1cc2c(cc1C(O)(C(F)(F)F)C(F)(F)F)OCCO2 | 12 | -0.9 | 14 | 0.0
Nc1cccc(C(=O)Nc2cccc(C(=O)NC3CCCCC3)c2)c1 | 3 | 2.0 | 2 | -0.6
COc1ccc2nc(CN3CCc4c(nc(N5CCCC5)[nH]c4=O)C3)ccc2c1 | 6 | -0.7 | -9 | 0.0
COc1cc(NC(=O)CN2CCN(S(=O)(=O)c3ccc(Br)cc3)CC2)cc(OC)c1 | -10 | -0.4 | -3 | 0.1
CC(=O)c1ccc(NC(=O)CC(NCc2cccnc2)C(=O)O)cc1 (stereo not drawn) | 1 | 0.3 | 18 | 0.0
CCOC(=O)c1c(NC(=O)c2ccc(N3C(=O)CCC3=O)cc2)sc2c1CCC(C)C2 (stereo not drawn) | 3 | -1.2 | 1 | 0.1
CCn1c(SCC(=O)N2C(C)CCCC2C)nnc1-c1ccc2c(c1)OCO2 (stereo not drawn) | 1 | -0.1 | 16 | 0.2
Cc1ccc(Oc2ccccc2[N+](=O)[O-])cc1[N+](=O)[O-] | -22 | 1.9 | 11 | -0.1
O=C(Nc1cccnc1)c1cccc(OCc2ccccc2)c1[N+](=O)[O-] | -20 | -2.5 | 12 | 0.0
O=C(CNC(=O)c1ccccc1F)OCc1cc(=O)oc2ccc3ccccc3c12 | 1 | -0.1 | 14 | 0.1
CN1CCN(CC(=O)Nc2ccc3c(c2)CCC3)CC1 | -14 | 0.9 | 30 | 0.0
CC1=NN(c2ccccc2)C(=O)/C1=C/c1c(O)n(-c2ccc(Br)cc2)[nH]c1=O | -17 | 0.1 | 16 | 0.2
CCn1ccnc1N1CCN(C(=O)c2cccc(Cl)c2)CC1 | 6 | 1.5 | 8 | 0.1
Cc1cccc(CN2CCN3C(=O)[C@@H]([C@H](C)O)NC(=O)[C@H]3C2)c1 | 5 | -0.2 | -7 | 0.0
C(#CC12CC3CC(CC(C3)C1)C2)CN1CCOCC1 | 5 | 0.3 | -2 | -0.1
Cc1ccc(-n2c(C)cc(C(=O)CCl)c2C)cc1F | 8 | 0.6 | 1 | 0.0
Cc1cc(N2CCCN(C)CC2)nc2cc(Cl)ccc12 | 11 | -1.3 | 5 | 0.3

Compounds from the list above that have a nitro group on carbon (three):
SMILES | TEAD-YAP inh | GPR151 ag | MITF primary | FBW7 activator
O=[N+]([O-])c1ccc2c(c1)=N/C(=C/c1c(O)[nH]c3ccccc13)N=2 | 3 | 0.7 | 8 | 0.1
Cc1ccc(Oc2ccccc2[N+](=O)[O-])cc1[N+](=O)[O-] | -22 | 1.9 | 11 | -0.1
O=C(Nc1cccnc1)c1cccc(OCc2ccccc2)c1[N+](=O)[O-] | -20 | -2.5 | 12 | 0.0

(next part)
SMILES | TEAD-YAP inh | GPR151 ag | MITF primary | FBW7 activator
O=C(O)c1cc(Sc2ccc(Cl)cc2)nc2ccccc12 | 8 | -1.4 | 10 | 0.0
N#CCN(CC#N)C(=O)c1ccccc1F | -2 | -1.6 | -7 | 0.0
Cc1ccccc1CN1CCNC(=O)C1CC(=O)N1CCCCCC1 (stereo not drawn) | 1 | -2.6 | 12 | 0.4
CC(C)CNc1oc(COc2ccccc2F)nc1C#N | -30 | -0.4 | 8 | 0.1
COc1ccccc1-n1c(CNC(=O)c2ccccc2)n[nH]c1=S | -2 | 0.9 | 16 | 0.3
NNC(=O)C(=O)Nc1cc(Cl)c(Cl)c(Cl)c1 | -2 | -1.0 | 5 | -0.1
CC1CCc2onc(C(=O)N3CCC4(CC3)CC(O)(c3nccn3C)CO4)c2C1 (stereo not drawn) | 2 | 1.0 | 2 | -0.3
CC(=O)N(C(C)=O)c1ccccc1-c1ccccc1 | -1 | -1.9 | -7 | -0.1
Cc1ccc(CCNC(=O)C2CC(=O)N(CCc3ccccc3)C2)cc1 (stereo not drawn) | 18 | 0.4 | 2 | 0.1
Cc1oc(-c2ccccc2Cl)nc1CSCC(=O)NC1CCCC1 | -4 | 1.9 | 6 | 0.0
CCC1CCCCN1C(=O)COC(=O)c1cncc(Br)c1 (stereo not drawn) | 3 | 0.6 | 20 | 0.2
CCn1c(=O)c2c(nc3n(-c4ccc(Br)cc4)c(C)c(C)n23)n(C)c1=O | 2 | 0.5 | 9 | -0.1
COCCn1c(Cc2cccn2C)nnc1SCC(=O)Nc1ccc(C)cc1C | 0 | 1.5 | 5 | 0.1
O=C(NCc1nc(-c2ccncc2)n[nH]1)c1ccc(Oc2ccccc2)cc1 | 19 | 1.6 | 6 | -0.1
OC(COc1cccc2cccnc12)Cn1c2ccccc2c2ccccc21 (stereo not drawn) | 0 | -0.6 | -4 | -0.1
O=C(CSc1cn(Cc2ccc(F)cc2)c2ccccc12)Nc1ccccc1C(F)(F)F | 3 | 2.8 | 13 | 0.2
CCOC(=O)C1(CCc2ccccc2)CCN(Cc2cccnc2)CC1 | -16 | 1.9 | 8 | -0.2
O=C1CCN(C(=O)CCC(=O)N2CCc3ccccc3C2)CCN1 | -8 | 3.2 | 7 | -0.1
O=C(OCc1nc2ccccc2[nH]1)c1ccc(Cl)cc1 | -3 | 1.6 | 3 | 0.0
Cc1cccc(C(=O)NCCn2c(C)cc3ccccc32)c1 | -7 | 0.9 | 5 | -0.1
CC(C)COC(=O)C1C2C=CC3(CN(C4CCCCC4)C(=O)C13)O2 (stereo not drawn) | 5 | 0.4 | 7 | 0.1
Cc1cccc(N(CC(=O)Nc2cc(C)[nH]n2)C2=NC3CS(=O)(=O)CC3S2)c1 (stereo not drawn) | -4 | 1.1 | -1 | -1.1
CC1=C(C(=O)OCCOc2ccccc2)C(c2ccc(N(C)C)cc2)C2=C(CC(C)(C)CC2=O)N1 (stereo not drawn) | 13 | 1.7 | 13 | 0.0
CCC(Sc1nc2ccccc2c(=O)n1NC(=O)Cc1ccccc1)C(=O)N1CCOCC1 (stereo not drawn) | -27 | 0.7 | 37 | 0.1
COc1ccc(-c2nnc3sc(CN4CCc5ccccc54)cn23)cc1 | 9 | 1.2 | 16 | 0.0
CC(C)C[C@H]1NC(=O)[C@H]2CN(C(=O)Oc3ccccc3)CCN2C1=O | -1 | 0.0 | -4 | 0.1
CS(=O)(=O)N(CC(=O)N1CCN(c2ccc(F)cc2)CC1)c1cccc2ccccc12 | 9 | -0.2 | 5 | -0.1
COc1ccc(C2=NN3C(C2)c2cc(Cl)ccc2OC3c2ccc(F)cc2)cc1 (stereo not drawn) | -55 | -0.4 | -4 | -0.1
CCOC(=O)c1[nH]c2ccc(OC)cc2c1NC(=O)CN(CC)CC | 7 | 0.8 | 5 | 0.3
CC1CCCN(S(=O)(=O)c2ccc(F)c(C(=O)NCCC3=CCCCC3)c2)C1 (stereo not drawn) | -7 | 1.3 | -8 | 0.1
O=[N+]([O-])c1ccc2c(c1)C=C1CCCCC1(N1CCCCC1)O2 (stereo not drawn) | -16 | -0.6 | 1 | 0.0
COc1ccc(OC)c(CN2CCN(Cc3ccco3)CC2)c1 | -4 | 0.9 | 79* | -0.1

High-throughput results (PubChem)
